zVAD death inh: inhibitors of zVAD-triggered necroptosis, primary screen, L929 cells; L929 zVAD necroptosis rescue, ATP luminescence, 24 h; with zVAD 60 µM; viability rescue, % at 10 µM; hit rate 0.38% among 220,000; AID 1377, 2008;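 active means activation, scaled between plate controls, above about 75%, limit read from the data; inactive means activation under that limit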;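 further: 0% = zVAD with DMSO and 100% = DMSO alone without zVAD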
Runt-SMMHC FRET: inhibitors of RUNX1 Runt–CBFb-SMMHC binding, primary screen, biochemical, FRET, Cerulean-Runt, Venus-CBFb-SMMHC, uHTS; Runt-related transcription factor 1 (Homo sapiens) + Core-binding factor subunit beta …; Cerulean-Runt/Venus-CBFb-SMMHC FRET ratio 530/480, 1 h; inhibition, % at 20 µM; hit rate 0.74% among 220,000; AID 1434, 2008;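 active means mean inhibition across duplicate retests at 20 µM reaching about 50%, limit read from the data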;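 further: 0% = DMSO wells and 100% = wells with excess untagged CBFb-SMMHC; inhibitors lower the FRET ratio by blocking Runt binding to CBFb-SMMHC; some results filed as inactive read as strong as hits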
Hck Nef HTS: inhibitors of Nef-activated human Hck kinase, primary screen, biochemical, Z-Lyte FRET, 384-well, Hck-YEEI. Tyrosine-protein kinase HCK (Homo sapiens), P08631. Recombinant Hck-YEEI plus Nef, Z-Lyte FRET kinase assay. inhibition, % at 20 µM. hit rate 0.68% among 220,000. AID 463187, 2010;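 active means Hck-Nef kinase inhibition above about 50%, limit read from the data; inactive means inhibition below that limit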;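 further: 0% = DMSO with Hck plus Nef and 100% = Hck alone without Nef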
TbHK1 inh: Trypanosoma brucei hexokinase 1 inhibitors, primary screen, biochemical, G6PDH-coupled NADH absorbance, MLSCN library. hexokinase 1 [Trypanosoma brucei]. recombinant TbHK1, G6PDH-coupled NADH A340. inhibition, % at 10 µM. hit rate 0.11% among 220,000. AID 1430, 2008;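 active means inhibition of 50% or more in the single-dose primary screen; inactive means inhibition below 50%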
Runt-CBFb FRET: inhibitors of RUNX1 Runt–CBFb binding, primary screen, biochemical, FRET, Cerulean-Runt, Venus-CBFb, uHTS | Runt-related transcription factor 1 (Homo sapiens) + Core-binding factor subunit beta … | Cerulean-Runt/Venus-CBFb FRET ratio 530/480, 1 h | inhibition, % at 20 µM | hit rate 0.46% among 220,000;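 active means inhibition over about 50% at 20 µM in the single-dose screen, limit read from the data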;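 further: 0% = DMSO wells and 100% = excess unlabeled CBFb competitor control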
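Assay system: Cerulean-Runt domain fusion protein, energy donor; Signal: fluorescence energy transfer, 422 nm excitation, 530/480 nm emission; Timing: 1 h compound exposure, room temperature; Control set: unlabeled CBFb; Medium: Tris buffer pH 7.5 with salts and BSA; Compound: single test concentration of 20 µM, 1% DMSO final; Probe or stimulus: Venus-CBFb 100 nM.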
MDM2 E3 inh: MDM2-luciferase reporter signal enhancers, primary screen, MDM2 E3 ligase inhibitor project, cell-based, luminescence, 1536-well; cell-based MDM2 ubiquitination luciferase reporter, 2 h; 0 = plate control, 100 = twice control, blank-subtracted; signal enhancement, % at 5 µM; hit rate 0.11% among 210,000; AID 1230, 2008;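 active means signal enhancement of 30% or more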;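 further: luminescence tracks abundance of the self-degrading MDM2-luciferase fusion protein; higher signal means inhibition of MDM2 E3 ligase activity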
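System: stable MDM2–luciferase fusion reporter cells / Input: 2000 cells seeded into each well / Schedule: 4 h settle plus 2 h compound, 37 °C / Compound: single-point 5 µM / Buffer or medium: cells held in DMEM / Benchmarks: control and blank well means / Evaluation: percent signal gain over controls, blank-subtracted / Measured by: luciferase luminescence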
NCF1 inh: p47phox/p22phox peptide binding inhibitors, primary screen, biochemical, uHTS, NADPH oxidase regulatory subunit. inhibition, % at 24.7 µM. Neutrophil cytosol factor 1 (Homo sapiens), P14598. hit rate 0.53% among 220,000. fluorescence polarization, 2 h;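 active means inhibition above about 30%, limit read from the data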;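 further: 0% = p47phox with labelled peptide and 100% = labelled peptide alone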
Target sequence (P14598 whole entry, looked up): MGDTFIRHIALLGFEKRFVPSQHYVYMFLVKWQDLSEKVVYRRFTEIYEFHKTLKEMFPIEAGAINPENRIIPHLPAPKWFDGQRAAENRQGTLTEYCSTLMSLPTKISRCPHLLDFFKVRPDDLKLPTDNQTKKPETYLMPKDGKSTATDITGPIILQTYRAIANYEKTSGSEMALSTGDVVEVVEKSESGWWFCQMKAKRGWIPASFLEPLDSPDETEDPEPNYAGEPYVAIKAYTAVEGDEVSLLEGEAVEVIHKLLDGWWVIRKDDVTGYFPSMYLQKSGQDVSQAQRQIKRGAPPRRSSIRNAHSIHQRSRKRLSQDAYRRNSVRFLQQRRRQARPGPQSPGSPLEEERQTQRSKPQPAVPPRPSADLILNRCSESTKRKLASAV
14-3-3 Bad inh: inhibitors of 14-3-3 zeta/Bad binding, primary screen, biochemical, TR-FRET, bovine 14-3-3 zeta. 14-3-3 protein zeta/delta (Bos taurus), P63103. TR-FRET 14-3-3zeta/Dy647-pBad peptide displacement, 1 h. inhibition, % at 21.7 µM. hit rate 0.71% among 220,000. AID 781, 2007;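 active means inhibition above about 70%, limit read from the data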;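 further: 0% = full 14-3-3 plus peptide FRET controls and 100% = background without 14-3-3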
Target sequence (P63103 whole entry, looked up): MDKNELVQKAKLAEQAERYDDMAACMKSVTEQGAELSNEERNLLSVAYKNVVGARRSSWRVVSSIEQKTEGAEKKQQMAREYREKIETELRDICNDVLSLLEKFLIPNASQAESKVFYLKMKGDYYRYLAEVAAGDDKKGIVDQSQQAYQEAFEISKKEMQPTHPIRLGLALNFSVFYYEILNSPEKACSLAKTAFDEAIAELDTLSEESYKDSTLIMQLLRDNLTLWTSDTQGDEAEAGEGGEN
EBV gp42 block: Epstein-Barr virus gp42 inhibitors, primary screen, biochemical, uHTS, fluorescence polarization | Fluorescence polarization binding assay, mP read-out | AID 1085, 2008 | Glycoprotein 42 (Epstein-Barr virus (strain AG876)), Q1HVG2 | hit rate 0.42% among 220,000 | inhibition, % (tested at 21.74 µM); in the data active means inhibition above about 50%
Target sequence (Q1HVG2 whole entry, looked up): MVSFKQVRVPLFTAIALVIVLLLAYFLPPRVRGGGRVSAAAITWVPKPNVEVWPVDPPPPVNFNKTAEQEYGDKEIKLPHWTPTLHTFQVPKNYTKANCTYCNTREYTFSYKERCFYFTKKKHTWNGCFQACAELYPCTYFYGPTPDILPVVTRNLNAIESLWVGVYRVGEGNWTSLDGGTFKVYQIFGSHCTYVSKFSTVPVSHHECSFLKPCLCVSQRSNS
An asterisk follows results filed as active; . = not tested or not shown; [ ] = remark or other dose.

canonical_smiles,zVAD death inh,Runt-SMMHC FRET,Hck Nef HTS,TbHK1 inh,Runt-CBFb FRET,MDM2 E3 inh,NCF1 inh,14-3-3 Bad inh,EBV gp42 block
CN(C)S(=O)(=O)c1cccc(C(=O)NCC2(N3CCOCC3)CCCCC2)c1,-0.2,-2,2,1,3,-4,-4,1,-21
CCCCC(=O)Nc1ccc(C(=O)NNC(=O)c2ccc(C)c(Br)c2)cc1,1.6,2,4,4,4,-10,10,36,-8
Cc1ccc(-c2ccnc(=S)[nH]2)cc1,0.4,3,1,-9,7,-8,1,11[fluorescence artefact?],-6
C=CCn1c(CCNC(=O)c2ccccc2F)nnc1SCC(=O)Nc1nc(C)cs1,0.8,5,3,2,0,-16,-7,6,-11
O=S(=O)(O)c1nc2ccccc2n1Cc1ccccc1,0.2,0,0,3,0,-9,-18,71*,-20
CN(Cc1ccccc1)c1ccc(S(=O)(=O)N2CCC(C(=O)O)CC2)cc1[N+](=O)[O-],-3.6,1,17,6,-1,-16,3,3,1
Nc1ccccc1Sc1nc2ccccc2[nH]1,0.5,37,31,4,14,6,13,-19,-20
NC(=O)c1ccc(NC(=O)CCC(=O)N2CCN(S(=O)(=O)c3ccc(Cl)cc3)CC2)cc1,-0.6,1,-31,-2,2,-21,2,2,-4
CCOP(=O)(OCC)c1nc(-c2ccc(Cl)cc2Cl)oc1N1CCCCC1,-0.3,-4,4,-12,-5,9,-1,35,1
Cc1ccc(C(=O)Nc2nc3ccc(S(C)(=O)=O)cc3s2)o1,0.8,-6,1,-63,1,-15,-2,-4,-4
O=C(CCC(=O)c1cccs1)Nc1ccccc1F,0.4,1,2,-2,-1,-14,1,-12,14
O=Cc1ccccc1-n1cccn1,-0.2,3,19,-2,-82,-33,-5,-7,-14
Cc1cc(NC(=O)CSc2nc3ccccc3c(=O)n2Cc2ccc(F)cc2)no1,-0.4,0,8,7,-3,-15,23,74*,-15
N#CC(c1cccc(C(F)(F)F)c1)(c1ncc(C(F)(F)F)cc1Cl)N1CCOCC1 (stereo not given),-0.1,-1,-1,-4,-4,-15,-12,6,9
CC1CCN(C(=O)CN(c2ccc(Cl)c(C(F)(F)F)c2)S(C)(=O)=O)CC1,0.1,2,3,-9,-3,-9,-9,-6,-6

Other entries
canonical_smiles,zVAD death inh,Runt-SMMHC FRET,Hck Nef HTS,TbHK1 inh,Runt-CBFb FRET,MDM2 E3 inh,NCF1 inh,14-3-3 Bad inh,EBV gp42 block
CCOC(=O)C1=C(O)C(Nc2nccs2)(C(F)(F)F)N=C1C (stereo not given),0.2,4,0,-3,1,-14,5,1,8
COc1ccc(S(=O)(=O)N2CCN(C(=O)CCC3CCCC3)CC2)cc1,-0.3,1,-1,-4,-2,-17,-3,-6,-10
COC(=O)c1ccc(/C=C/C(=O)O)cc1,0.1,-3,1,-7,-1,-16,-5,2,-5
CN1C(=O)NC(NS(=O)(=O)c2ccc(N)cc2)(C(F)(F)F)C1=O (stereo not given),2.7,-2,-14,-3,3,15,-6,-3,-10
CC(C)(C)CC(C)(C)NC(=S)NC1CCN(Cc2ccccc2)CC1,-0.1,1,3,12,2,-10,-8,-6,-17
COc1ccccc1/C=C/CN1CCCC(CCC(=O)NCc2ccccc2F)C1 (stereo not given),-0.2,1,-2,-9,-1,-24,-23,5,-2
CCc1ccc(NC(=O)Cn2ncc3c4ccccc4n(C)c3c2=O)cc1,0.0,-2,22,-2,-1,-14,-16,20,-12
CC(=O)OCCNc1cc(N2CCN(C)CC2)c2noc3c2c1C(=O)c1ccccc1-3,18,-2,-2,-8,-3,-35,62*,-17[fluorescence artefact?],12
COc1ccc(-c2nnc(CSc3nc4ccccc4c(=O)n3C)o2)cc1OC,0.5,1,5,4,-1,-8,1,-3,-14
O=C(O)C1Sc2[nH]c(=O)sc2C2c3cc(Br)ccc3OC(=O)C12 (stereo not given),0.6,-11,7,-7,33,-6,-13,3,12
NC(=S)c1ccc(C(N)=S)o1,-0.1,12,2,-28,13,1,-10,12,-20
COc1ccc(C(=O)Nc2ccc(C(=O)OCC(=O)c3cccc4ccccc34)cc2)cc1,1.7,-4,4,-8,0,-16,-5,7,-9
COc1ccccc1N1C(=S)N=C(Nc2c(C)cccc2C)C12CCCC2,-0.5,1,1,9,0,1,-1,-9,-3
COc1ccc(NC(=O)c2nn(C)cc2[N+](=O)[O-])cc1,0.7,-2,12,-10,-1,-11,-14,-9,-6
COC(=O)c1ccc(S(=O)(=O)c2ccc(C(=O)OC)s2)s1,0.0,-72,1,1,-2,-1,1,3[fluorescence artefact?],-2

Given with values under each structure: entries from further up
Fields – zVAD death inh | Runt-SMMHC FRET | Hck Nef HTS | TbHK1 inh | Runt-CBFb FRET | MDM2 E3 inh | NCF1 inh | 14-3-3 Bad inh | EBV gp42 block
> COC(=O)c1ccc(/C=C/C(=O)O)cc1
  0.1 | -3 | 1 | -7 | -1 | -16 | -5 | 2 | -5
> CN1C(=O)NC(NS(=O)(=O)c2ccc(N)cc2)(C(F)(F)F)C1=O (stereo not given)
  2.7 | -2 | -14 | -3 | 3 | 15 | -6 | -3 | -10
> CC(C)(C)CC(C)(C)NC(=S)NC1CCN(Cc2ccccc2)CC1
  -0.1 | 1 | 3 | 12 | 2 | -10 | -8 | -6 | -17
> COc1ccccc1/C=C/CN1CCCC(CCC(=O)NCc2ccccc2F)C1 (stereo not given)
  -0.2 | 1 | -2 | -9 | -1 | -24 | -23 | 5 | -2
> CCc1ccc(NC(=O)Cn2ncc3c4ccccc4n(C)c3c2=O)cc1
  0.0 | -2 | 22 | -2 | -1 | -14 | -16 | 20 | -12

Continued.
canonical_smiles,zVAD death inh,Runt-SMMHC FRET,Hck Nef HTS,TbHK1 inh,Runt-CBFb FRET,MDM2 E3 inh,NCF1 inh,14-3-3 Bad inh,EBV gp42 block
CCN(CC)c1ccc(NC(=O)c2cc(OC)cc(OC)c2)c(C)c1,-1.6,5,-26,-1,16,-5,6,-5,-4
Oc1ccc(Br)cc1C=Nc1ccc2[nH]ncc2c1,0.2,76*,3,-10,39,-12,-16,8[fluorescence artefact?],-2
O=C(NCCCn1ccnc1)C(=O)NCC1OCCCN1S(=O)(=O)c1ccc(F)cc1 (stereo not given),0.7,4,-9,-3,-2,-1,4,-18,1
CC12CN(NC(=O)c3ccccc3F)C3(C#N)CC1CCC23C (stereo not given),4.9,0,3,5,-2,-8,6,10,-4
CC1CC1c1ccc(/C=C(\C#N)C(=O)Nc2ccc(Cl)cc2Cl)o1 (stereo not given),1.4,-84,3,-12,-25,-1,-43,4,-28
Cc1cc(=O)n2nc(N3CCCC3C(=O)NCCCN3CC(C)CC(C)C3)sc2n1 (stereo not given),2.4,-1,0,-5,1,-9,-7,-10,-6
CCCCN(C(=S)NC(=O)c1ccccc1)c1c(N)n(Cc2ccccc2)c(=O)[nH]c1=O,0.4,-2,0,-4,2,1,-3,2,-3
O=C(O)CCn1c(C2CCCCC2)nc2ccccc21,7.2,-4,-3,2,-1,-7,-7,-9,8
COc1cc(/C=C/C(=O)Nc2nnc(C(C)(C)C)s2)cc(OC)c1OC,0.3,12,0,-7,14,-5,-6,10,4
COc1ccc(-c2csc(NC(=O)CCn3cnc4ccccc4c3=O)n2)cc1OC,-0.1,2,3,-8,-1,7,20,27[fluorescence artefact?],1
O=C(COC(=O)c1ccc(S(=O)(=O)NCc2ccco2)cc1)NCCC1=CCCCC1,0.2,-1,2,4,-1,0,-18,4,-15
COc1cc(S(=O)(=O)N2CCN3CCCC3C2)ccc1-n1cnnn1 (stereo not given),-0.3,5,-2,-5,0,-6,-4,9,-14
O=C(C[n+]1cc(-c2ccc(Br)cc2)n2c1CCCCC2)c1ccccc1,1.2,-1,20,-1,1,-6,1,-15,6
CCOC(=O)c1[nH]c2c(c1C)C(=O)CC(c1ccc(OC)c(OC)c1)C2 (stereo not given),1.1,2,-21,6,0,-15,-1,-2[fluorescence artefact?],-7
CCCCn1c(=O)c2c(O)cc(=O)oc2c2ccccc21,1.7,0,2,-5,-4,-9,-18,-3[fluorescence artefact?],-19

Next compounds follow.
canonical_smiles,zVAD death inh,Runt-SMMHC FRET,Hck Nef HTS,TbHK1 inh,Runt-CBFb FRET,MDM2 E3 inh,NCF1 inh,14-3-3 Bad inh,EBV gp42 block
Cc1ccccc1CS(=O)(=O)c1nnc([C@H](Cc2ccccc2)NC(=O)OC(C)(C)C)o1,-0.9,-5,-3,-2,0,-18,0,-19,5
CCCCC(CC)CNS(=O)(=O)c1ccc2c(c1)CCN2C(=O)CCC(=O)O (stereo not given),0.0,-3,0,7,-3,-8,-5,-2,4
CCCCn1c(=O)c(-c2ccccc2)c(O)c2ccccc21,-0.2,2,0,-4,-3,-2,-1,.,-23
COc1cccc(NC(=O)CN(C)CC(=O)Nc2ccc3c(c2)CCC3)c1,20,0,16,1,-4,-8,8,-13,-7
CN(C(=O)c1ccc(S(=O)(=O)c2cccc(Cl)c2)c([N+](=O)[O-])c1)C1CCCCC1,0.6,-2,2,27,2,-26,-2,-11[fluorescence artefact?],1

As entered above.
In MDM2 E3 inh, COc1cccc(NC(=O)CN(C)CC(=O)Nc2ccc3c(c2)CCC3)c1 has the entry -8
In 14-3-3 Bad inh, Cc1ccccc1CS(=O)(=O)c1nnc([C@H](Cc2ccccc2)NC(=O)OC(C)(C)C)o1 has the entry -19

From PubChem
